From PubChem
hcDAF-12 act: activators of H. contortus DAF-12 nuclear receptor; activation, % at 6.8 µM; HEK293 hcDAF-12 lit1-tk-luc reporter, luminescence; 0% DMSO, 100% Δ7-dafachronic acid; 1.4% of 370,000 active; AID 652067;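 active = activation above the mean of all tested compounds plus 3 SD, cut at about 5.5% in these data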;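 note: 100% = response to 3 µM Δ7-dafachronic acid high control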
ssDAF-12 act: S. stercoralis DAF-12 activation, primary screen | HEK293 ssDAF-12/GRIP1 lit1-tk-luc reporter, luminescence; % of 3 µM dafachronic acid response | activation, % at 6.8 µM | 1% of 370,000 active;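 active = activation above the mean over all tested compounds plus 3 SD, cut at about 0.9% in these data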;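 note: 0% = DMSO-only wells and 100% = 3 µM delta7-dafachronic acid wells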
MBD2 DNA inh: blocks human MBD2 binding to methylated DNA. TR-FRET, MBD2 binding to methylated oligonucleotide. inhibition, % at 4.4 µM. 0.31% of 370,000 active; in the data active = inhibition above about 13%
DAX1 inh-1: DAX1 (NR0B1) inhibition, primary screen | HEK293T StAR-luciferase reporter, SF-1/DAX-1 repression relief | AID 652010 | inhibition, % at 6.8 µM | 1.1% of 370,000 active;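 active = inhibition above the mean over all tested compounds plus 3 SD, cut at about 3.6% in these data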;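 note: 0% = DAX-1 cells with DMSO and 100% = cells lacking DAX-1 with DMSO; higher inhibition means more luminescence from relief of DAX-1 repression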
hgDAF12 agonist: agonists of H. glycines DAF-12 nuclear receptor | HEK293 GAL4-hgDAF12 UAS-luciferase reporter, agonist luminescence; normalized to butyrate control | activation, % at 6.8 µM | 1.8% of 370,000 active | AID 687014;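 active = activation above a cutoff set at the mean of all screened compounds plus 3 SD, cut at about 10% in these data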;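 note: 0% = DMSO wells and 100% = sodium butyrate wells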
DAX1 inh-2: inhibitors of human orphan nuclear receptor DAX1 (NR0B1); HEK293 Gal4-DAX1 luciferase reporter, luminescence; inhibition, % at 6.75 µM; 0.99% of 340,000 active; AID 504766;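 active = inhibition above the mean over all tested compounds plus 3 SD, cut at about 4.2% in these data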;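 note: 0% = DAX1-transfected cells with DMSO and 100% = empty-vector control cells with DMSO; inhibition shows as a rise in luminescence from relieved DAX1 repression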
Target sequence (P51843 207-470 limits assumed): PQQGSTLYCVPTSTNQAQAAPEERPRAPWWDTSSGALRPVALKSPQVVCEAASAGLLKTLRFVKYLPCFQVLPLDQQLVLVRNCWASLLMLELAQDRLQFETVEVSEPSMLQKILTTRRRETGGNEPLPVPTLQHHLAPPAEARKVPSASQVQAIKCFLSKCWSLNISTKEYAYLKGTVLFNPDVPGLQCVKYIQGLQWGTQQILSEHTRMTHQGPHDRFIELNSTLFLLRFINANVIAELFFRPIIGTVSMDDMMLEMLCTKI
SMARCA2 act: activators of SMARCA2 function. MG213 cells, MMTV-luciferase reporter, dexamethasone, overnight. activation, % at 9.1 µM. 1% of 370,000 active; in the data active = activation above about 7.8%;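 note: 0% = vehicle wells and 100% = reference activator wells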
PLC-beta3 inh: inhibitors of human phospholipase C beta3; Q01970; Purified PLC-beta3, fluorogenic substrate, fluorescence; inhibition, % at 12.2 µM; 0.18% of 370,000 active; in the data active = inhibition above about 11%;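 note: 0% = median of compound wells on plate and 100% = full blocker control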
PLCg1 inh: PLC-gamma1 (human) inhibition, primary screen; P19174; 0.84% of 370,000 active; inhibition, % at 12.2 µM; purified PLC-gamma1, fluorogenic substrate, fluorescence; AID 720700; in the data active = inhibition above about 9.5%
ADAM17 inh: inhibits human ADAM17; recombinant ADAM17, EDANS/DABCYL FRET peptide cleavage; inhibition, % at 6.95 µM; 0.83% of 370,000 active; AID 720648;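 active = inhibition above the mean of compounds lying between control limits plus 3 SD, set per campaign, cut at about 8.5% in these data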;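 note: 0% = DMSO-only wells as the low control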
Target sequence (P78536 215-824 limits assumed): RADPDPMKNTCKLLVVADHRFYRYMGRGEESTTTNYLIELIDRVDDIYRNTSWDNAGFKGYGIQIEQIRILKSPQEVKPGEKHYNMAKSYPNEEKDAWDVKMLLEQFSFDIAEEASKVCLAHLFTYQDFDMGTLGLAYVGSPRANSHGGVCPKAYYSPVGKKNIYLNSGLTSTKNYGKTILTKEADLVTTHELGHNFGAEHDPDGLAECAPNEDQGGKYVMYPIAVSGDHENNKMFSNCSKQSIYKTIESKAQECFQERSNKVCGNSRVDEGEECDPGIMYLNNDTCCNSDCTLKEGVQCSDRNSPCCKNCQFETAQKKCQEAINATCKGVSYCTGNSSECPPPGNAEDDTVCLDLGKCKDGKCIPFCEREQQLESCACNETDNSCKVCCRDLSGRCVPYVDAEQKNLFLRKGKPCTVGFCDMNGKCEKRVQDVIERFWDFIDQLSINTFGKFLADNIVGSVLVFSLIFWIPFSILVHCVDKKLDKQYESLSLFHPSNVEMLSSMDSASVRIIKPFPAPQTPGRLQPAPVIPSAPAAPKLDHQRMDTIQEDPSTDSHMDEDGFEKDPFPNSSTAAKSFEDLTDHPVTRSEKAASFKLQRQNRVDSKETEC
NR1D1 modulator: modulates human Rev-erb alpha binding to DNA. 0.79% of 370,000 active. Rev-erbα–FITC-DNA binding, fluorescence polarization, 90 min. AID 1259318. activity, % at 10 µM;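 active = activity above about 14%, limit read from the data; passing the limit was not always enough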;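 note: 0% = DMSO wells with 35 nM protein and 100% = DMSO wells with 750 nM protein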
The depositor's hits bear a star; · = no result given. Rows were taken by chance; overall some 7.4% were active at least once.

SMILES	hcDAF-12 act	ssDAF-12 act	MBD2 DNA inh	DAX1 inh-1	hgDAF12 agonist	DAX1 inh-2	SMARCA2 act	PLC-beta3 inh	PLCg1 inh	ADAM17 inh	NR1D1 modulator
O=C1NCCN(C(=O)CCc2nnc(-c3ccsc3)o2)C1c1ccc(F)cc1 (centres undefined)	1.7	-1.1	-1.1	0.2	0.8	3.3	0.3	2.7	-0.3	-1.0	-2.8
CC1([N+](=O)[O-])COC(c2cccc3ccccc23)OC1 (centres undefined)	0.8	-1.2	1.8	-0.9	0.4	·	1.5	2.2	0.4	-3.1	4.1
COc1ccc(N2CCN(C(CNC(=O)C(=O)NCc3ccncc3)c3ccco3)CC2)cc1 (centres undefined)	-0.5	-1.7	-2.0	-0.5	-5.0	-1.1	-0.3	-9.0	-1.8	-4.3	-2.1
COc1ccc(CCNCC(=O)Nc2ccccc2C(F)(F)F)cc1	-1.0	-1.0	0.7	0.3	1.9	·	3.3	-14.8	-8.9	-1.1	2.2
COc1ccc(C(=O)/C=C/Nc2c(C)n(C)n(-c3ccccc3)c2=O)c(OC)c1	0.6	-1.4	2.2	0.1	3.5	0.4	5.0	-22.8	-17.8	2.3	-1.8
Cc1cccn2c(=O)c(C=O)c(N3CCC4(CC3)OCCO4)nc12	-1.9	-1.6	-6.1	0.0	-1.2	·	2.4	-6.6	-1.4	-3.2	-1.3
CC(C)c1cccc(C(C)C)c1NC(=O)c1ccccc1	0.4	-1.6	-1.5	0.0	2.9	0.5	-4.7	-12.0	-5.9	-2.9	-2.4
CC(NC(=S)Nc1ccccc1C(F)(F)F)C1CC2CCC1C2 (centres undefined)	-2.5	-1.2	6.5	-0.8	-4.0	-0.5	-1.3	-3.1	0.4	-0.5	1.6
CNCCCOc1cccc(Oc2ccccc2)c1	1.1	-0.1	1.8	-0.7	5.7	0.3	3.6	3.1	5.6	1.8	-1.4
O=S(=O)(N1CCOCC1)N1CCN(c2ccc(F)cc2)CC1	-0.4	-1.7	-6.7	-0.1	-0.5	1.6	-0.1	1.7	1.7	1.8	4.7
CC(C)Cn1c(SCC(=O)N(C)C2CCS(=O)(=O)C2)nc2cc(Cl)ccc2c1=O (centres undefined)	0.2	0.0	-1.8	0.0	1.9	-0.8	-0.3	-6.3	-2.3	-2.0	3.5
O=C(c1cccnc1)N(c1cc2sc(=O)oc2c2ccccc12)S(=O)(=O)c1ccccc1	0.9	-1.1	-6.6	-0.1	-3.9	0.3	-1.6	-5.9	-0.5	-0.2	-6.7
COc1ccc(/C=C2/CCOC2=O)cc1	0.0	-1.1	-4.1	-0.6	3.8	1.1	0.1	-21.5	-19.7	-2.5	8.7
O=C(COc1ccccc1)Nc1nnc(-c2ccc(Cl)s2)o1	1.6	-1.0	1.1	0.3	3.2	0.5	3.8	-20.3	-18.5	-23.6	2.5
O=C1c2[nH]nc(-c3ccccc3)c2C(c2cccc(C(F)(F)F)c2)N1c1ccccc1 (centres undefined)	0.0	-1.4	3.5	1.1	0.1	·	-6.9	-5.2	-1.5	5.2	-0.7
Cc1cc(NC(=O)CSc2nccn2-c2ccc(F)cc2)no1	3.3	-0.9	-5.5	-0.8	-1.4	-0.7	1.0	-0.5	1.3	-3.6	-5.4
COc1ccc(-n2nnnc2SCC(=O)NCc2ccco2)cc1OC	-1.3	-0.8	0.0	-1.3	-1.2	-0.4	3.9	2.7	-0.2	-2.8	-3.4
O=C(Cn1nc(C(=O)O)c2ccccc2c1=O)Nc1ccc(Br)cc1	1.5	1.1*	2.6	-0.1	-2.7	-1.0	-3.7	-5.2	0.3	-4.2	-0.1
Cc1ccc(S(=O)(=O)N2CCN(Cc3ccccc3C(F)(F)F)CC2)cc1	-0.1	-1.2	5.8	-0.4	3.5	-0.1	1.5	5.8	8.5	2.2	-2.7
CC1=CC(C)(C)N(C(=O)CN2C(=O)c3ccccc3C2=O)c2ccc(C)cc21	-0.9	-1.6	-7.7	0.0	-0.2	-0.4	2.4	5.1	1.7	0.2	-5.2
C=CCOC(=O)C1=C(C)OC(N)=C(C#N)C1c1ccco1 (centres undefined)	-0.6	-1.1	2.0	-0.3	-1.3	8.4*	4.7	-5.7	-0.3	-1.1	1.2
Cc1ccc(NC(=O)c2ccccc2-c2cc(C)no2)cc1	0.7	-0.9	4.5	0.1	-2.1	0.7	0.4	-1.0	0.4	-1.3	0.3
O=C(C1=C[C@@H](C2CCCCC2)C[C@@H](OCc2ccc(CO)cc2)O1)N1CCN(Cc2ccccc2)CC1	-1.9	-2.0	-1.8	-0.7	0.0	-1.1	-0.6	-1.9	3.6	4.8	-1.9
O=C(Nc1ccon1)c1cc2c(s1)CCCCCC2	1.8	-0.3	0.1	0.9	10.4	2.2	5.7	-0.3	0.5	0.5	0.3
Cc1nc2scc(-c3ccccc3)c2c(=O)n1N=C1C=CC(=O)C=C1	-0.6	-1.5	-0.8	-0.3	-2.2	·	-3.8	-1.1	1.4	-0.1	0.5
COc1ccc(OCC#CCN2CC(C)OC(C)C2)cc1 (centres undefined)	-4.0	-1.3	3.4	-0.1	1.5	0.1	-2.0	-1.3	3.0	-4.6	6.3
CCn1c(SCC(=O)c2ccc(F)cc2)nnc1-c1ccoc1C	1.7	-0.5	-0.1	0.4	2.6	0.9	9.6*	-0.8	-2.1	-4.9	2.5
CCN(C(=O)CSc1nc2ccccc2c(=O)n1-c1cccc(C)c1)C1CCS(=O)(=O)C1 (centres undefined)	-2.4	-1.5	0.8	-1.7	-3.6	-0.9	0.1	-4.3	-2.7	-4.2	1.8
COCCCNC(=S)N1CCN(c2nc3ccccc3s2)CC1	0.3	-2.5	-4.9	-0.8	-0.4	-2.8	0.9	-5.7	-1.3	0.5	1.3
CC(C)(C)OC(=O)[C@H](Cc1ccccc1)NC(=O)c1nc[nH]c1C(=O)NCCCCCN	-1.0	-1.2	0.4	-0.4	1.1	1.6	0.5	1.6	1.0	0.1	1.6
CCOc1cccc2cc(C(N)=O)c(=N)oc12	-1.4	-1.4	-0.4	0.2	1.2	0.1	-1.9	-76.0	-47.1	-12.1	-5.8
Cc1cc(C(=O)NNS(=O)(=O)c2ccc(F)cc2)nn1C(C)(C)C	0.6	-1.1	0.1	-0.4	-2.0	0.4	-0.8	-5.8	1.1	-1.0	-3.6
Cc1cc(C)nc(NC(=O)Cc2ccc(Cl)cc2)c1	1.4	-1.6	-2.2	-0.3	1.2	1.3	-1.2	-10.3	0.3	-2.4	1.3
Cc1cc(O)ccc1C1(c2ccc(O)cc2C)OC(=O)c2ccccc21	-0.4	-1.3	-4.8	0.7	-2.0	1.6	-0.7	-4.2	-2.1	5.9	5.2
CC(=O)c1ccc(NC(=O)CSc2nnc(-c3ccncc3)n2C2CC2)cc1	2.2	-1.5	0.3	0.7	1.7	0.7	-2.1	-9.6	-2.4	-1.1	-4.3
Cc1ccc(S(=O)(=O)NC(=O)C2(C)CCN2C(=O)CC2CCCC2)nc1 (centres undefined)	0.9	-0.9	-2.0	0.0	-0.1	·	-1.6	-0.4	-1.2	-1.2	-10.2
Cc1ccc(S(=O)(=O)NCC(C)NC(=O)CN2CCOCC2)cc1 (centres undefined)	-1.2	-0.8	-1.8	0.0	0.8	0.1	-2.1	-6.4	-2.0	-4.2	-2.4
C=CC[N+]1(CC#Cc2ccccc2)CCCC1	0.0	-0.9	0.8	-0.4	0.5	1.9	-3.8	-0.1	1.1	-2.1	-5.6
CC(=O)Nc1cccc(NC(=O)C(C)N2c3cccc4cccc(c34)S2(=O)=O)c1 (centres undefined)	-3.2	-0.3	0.4	-0.2	-1.6	0.6	-1.7	-174.8	-117.5	-37.3	-4.5
O=C(NC1CCN(Cc2ccccc2)CC1)c1cc(Br)c(Br)[nH]1	-1.1	-1.6	3.7	1.2	-0.1	0.2	-3.8	-4.1	1.4	-7.1	4.9

Quoted at random: two compounds from above
SMILES	hcDAF-12 act	ssDAF-12 act	MBD2 DNA inh	DAX1 inh-1	hgDAF12 agonist	DAX1 inh-2	SMARCA2 act	PLC-beta3 inh	PLCg1 inh	ADAM17 inh	NR1D1 modulator
CCOc1cccc2cc(C(N)=O)c(=N)oc12	-1.4	-1.4	-0.4	0.2	1.2	0.1	-1.9	-76.0	-47.1	-12.1	-5.8
C=CC[N+]1(CC#Cc2ccccc2)CCCC1	0.0	-0.9	0.8	-0.4	0.5	1.9	-3.8	-0.1	1.1	-2.1	-5.6

Continuation:
SMILES	hcDAF-12 act	ssDAF-12 act	MBD2 DNA inh	DAX1 inh-1	hgDAF12 agonist	DAX1 inh-2	SMARCA2 act	PLC-beta3 inh	PLCg1 inh	ADAM17 inh	NR1D1 modulator
COc1ccc(N2CCN(C(=O)C3CCCO3)CC2)cc1 (centres undefined)	-0.5	-1.5	2.2	-0.7	-1.3	-0.9	-1.1	1.4	-0.3	-6.5	1.8
O=C(CSc1nnc(-c2cccnc2)s1)Nc1ccccc1	-1.9	-1.6	0.2	-0.1	0.3	0.5	-0.5	-3.6	0.0	-3.4	11.2
O=C(NC1CCCC1)C(c1ccsc1)N(Cc1ccco1)C(=O)Cc1cccs1 (centres undefined)	0.7	-1.6	-2.3	-0.7	1.7	0.1	0.8	1.2	-1.2	-0.6	5.9
Cc1ccccc1Nc1nc(N)nc(CSc2nnc3ccccn23)n1	0.5	-1.3	3.6	0.8	-2.3	1.6	-1.8	0.0	-1.3	-5.6	7.5
CCCn1c(SCC(=O)NCC)nc2sc3c(c2c1=O)CCC3	-2.1	-1.7	5.9	0.5	1.4	-0.6	-0.7	-6.6	9.6*	-5.9	0.7
CCOc1cccc2sc(NN)nc12	-0.1	-0.6	1.8	0.2	-4.5	-0.8	-2.0	-60.6	-38.3	-10.5	-1.1
O=C(c1ncn(Cc2ccccc2)c1C(=O)N1CCc2ccccc2C1)N1CCc2ccccc2C1	-0.6	-0.8	0.5	0.3	0.0	-0.1	0.2	-3.2	-2.8	-2.5	-1.5
O=C(NNC(=O)c1csc(-c2cccnc2)n1)Nc1ccc(Cl)cc1	-0.3	-0.8	-3.0	-0.2	-2.5	2.2	-2.0	-1.4	1.7	-1.7	0.1
CC(C)N1CCC(N2CCN(Cc3cccc4nonc34)CC2CCO)CC1 (centres undefined)	-0.1	-0.9	-2.0	0.4	5.3	-0.5	-5.0	-2.1	-5.5	-3.2	-1.9
COc1ccccc1C(=O)NNC(=O)CCN1C(=O)/C(=C\c2ccccc2)SC1=S	3.4	0.1	13.2*	-0.3	3.2	-1.1	-0.2	-4.0	-2.3	-2.5	0.1
O=[N+]([O-])c1ccc(S(=O)(=O)CC2CSc3nc4ccccc4n32)cc1 (centres undefined)	-0.9	-1.6	-2.0	-0.2	-3.1	-0.1	1.5	6.8	0.8	1.4	-1.9
CCOC(=O)C1CCCCN1C(=O)[C@@H]1CC=C[C@@H]2CCN(c3ccccc3)C(=O)[C@@H]21 (some centres undefined)	-0.2	-1.5	3.7	·	0.5	·	·	-1.8	-2.7	-4.1	-1.8
CC1(C)CC2(CCO1)OC(=O)CC2C(=O)NCCc1ccccc1 (centres undefined)	-1.1	-1.3	1.1	-0.2	1.5	-0.6	-1.7	7.6	4.4	3.0	-1.2
COCCCN1C(=O)[C@H](CC(=O)NCC23CC4CC(CC(C4)C2)C3)[C@]2(C(=O)OC)CCCCC=C12	-0.3	-0.7	-1.6	-0.6	-0.9	·	-2.8	4.9	0.7	2.1	3.6
